PKA-R2B act – PKA-R2B complex activation. PKA-R2B holoenzyme dissociation, Cy5-IP20 fluorescence polarization; R2B truncated from residue 108, S112A mutant; 0% DMSO only, 100% 113 µM cGMP. activation, % at 11.4 µM. 340,000 tested, 0.079% active. AID 504700;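 active means activation above a cutoff set at the mean over all compounds plus 3 SD, cut at about 18% in these data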;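 further: higher means more holoenzyme dissociation and a rise in polarization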
PKA-R1A activ – PKA-R1A complex activation | P00514+P68181 | PKA-R1A dissociation, Cy5-IP20 fluorescence polarization; scaled: DMSO 0%, 113 µM cGMP 100% | activation, % at 11.4 µM | 340,000 tested, 0.083% active | AID 504707;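 active means percent activation above the mean of all tested compounds plus 3 SD, cut at about 19% in these data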;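 further: higher means more PKAc released from R1A so a rise in polarization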
HTR5A ag ctr – activates human HTR5A in OPRM1-OPRD1 agonist counter-screen | P47898 | HTR5A agonist assay, luminescence, cell-based | activation, % at 9.3 µM | 340,000 tested, 0.61% active | AID 504692; in the data active means activation mostly above about 9.5%, no sharp cut-off; inactive means mostly below about 7.6%;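 further: 0% = cells with vehicle only and 100% = reference agonist; strong numbers were not always called active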
Target sequence (P47898 whole entry, looked up): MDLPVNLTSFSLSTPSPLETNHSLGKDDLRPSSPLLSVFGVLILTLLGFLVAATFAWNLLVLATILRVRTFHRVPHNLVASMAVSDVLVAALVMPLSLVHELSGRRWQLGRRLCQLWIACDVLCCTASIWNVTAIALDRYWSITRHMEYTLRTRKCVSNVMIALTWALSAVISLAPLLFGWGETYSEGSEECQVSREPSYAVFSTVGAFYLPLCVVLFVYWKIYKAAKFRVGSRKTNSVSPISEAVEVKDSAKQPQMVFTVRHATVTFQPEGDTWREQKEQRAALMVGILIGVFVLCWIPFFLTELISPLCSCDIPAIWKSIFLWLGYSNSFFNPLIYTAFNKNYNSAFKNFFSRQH
V-ATPase pHluor – alters yeast V-ATPase proton transport; S. cerevisiae, pHLuorin cytosolic pH fluorescence; response, % at 10 µM; 350,000 tested, 0.37% active; in the data active means response mostly above about 7.3%, no sharp cut-off; inactive means mostly below about 5.4%; further: actives read high; inactives centre near 0; some compounds called inactive have numbers as strong as hits; reference of the scale not given here
DSG3 Ab inh – human desmoglein-3 autoantibody binding inhibition; P32926; AID 588358; binding (percent of control), % at 10 µM; 310,000 tested, 0.48% active; DSG3-coupled beads, scFv-anti-DSG3-GFP binding, flow cytometry; stronger effect = lower value;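 active means binding more than 3 SD below its plate's average and above zero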;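 further: hits lower antibody fragment binding to DSG3; some compounds called inactive have numbers as strong as hits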
MOR-DOR ag – OPRM1-OPRD1 heterodimerization agonism | cells, luminescence | activation, % at 9.3 µM | 340,000 tested, 0.3% active | AID 504326; in the data active means activation above about 18%;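 further: 0% = vehicle-treated cells and 100% = reference agonist; values of inactives mirror those of a sister screen read the other way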
MOR-DOR inv ag – mu-delta opioid heterodimer inverse agonism; cell-based MOR-DOR heterodimer luminescence; P35372+P41143; inhibition, % at 9.3 µM; 340,000 tested, 0.21% active; AID 504357; in the data active means inhibition above about 22%, passing the limit was not always enough;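 further: 0% = cells with DMSO and 100% = wells without cells with DMSO; values of inactives mirror those of a sister screen read the other way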
HTR5A inv ag – HTR5A inverse agonism, opioid heterodimer counter-screen; 340,000 tested, 0.083% active; HTR5A cell line, luminescence; inhibition, % at 9.3 µM; P47898; AID 504634; in the data active means inhibition mostly above about 23%, no sharp cut-off; inactive means mostly below about 18%;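 further: 0% = cells with DMSO and 100% = no-cell wells with DMSO; some compounds called inactive have numbers as strong as hits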
Arrestin-AP2 inh – inhibitors of human beta-arrestin and AP2 interaction | FITC-arrestin peptide / GST-AP2 beads, flow cytometry; AP2 beta2 appendage carries R879A mutation | 340,000 tested, 0.31% active | inhibition, % at 10 µM | AID 504490;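 active means inhibition above a set limit, near 3 SD of compounds lacking own fluorescence, cut at about 54% in these data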;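 further: plate controls were DMSO wells for no effect and 5 µM unlabelled arrestin peptide for full effect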
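System: GST-AP2 R879A glutathione beads; medium: PBS, Tween 20 0.05%, BSA 0.1%; reagent: fluorescein-tagged arrestin peptide at 50 nM final; schedule: pre-incubation 12 min, peptide binding 1 h, room temperature; detection: flow cytometry, FL1 (488/535 nm); read-out: inhibition as reduced fluorescein signal on beads, percent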
DAGLB inh – diacylglycerol lipase beta (human) inhibition | inhibition, % at 5.17 µM | HEK293T DAGLB membrane lysate, EnzChek fluorogenic substrate | Q8NCG7 | AID 504411 | 340,000 tested, 0.059% active; in the data active means inhibition above about 34%;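 further: 0% = enzyme with vehicle and 100% = wells lacking enzyme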
Target sequence (Q8NCG7 whole entry, looked up): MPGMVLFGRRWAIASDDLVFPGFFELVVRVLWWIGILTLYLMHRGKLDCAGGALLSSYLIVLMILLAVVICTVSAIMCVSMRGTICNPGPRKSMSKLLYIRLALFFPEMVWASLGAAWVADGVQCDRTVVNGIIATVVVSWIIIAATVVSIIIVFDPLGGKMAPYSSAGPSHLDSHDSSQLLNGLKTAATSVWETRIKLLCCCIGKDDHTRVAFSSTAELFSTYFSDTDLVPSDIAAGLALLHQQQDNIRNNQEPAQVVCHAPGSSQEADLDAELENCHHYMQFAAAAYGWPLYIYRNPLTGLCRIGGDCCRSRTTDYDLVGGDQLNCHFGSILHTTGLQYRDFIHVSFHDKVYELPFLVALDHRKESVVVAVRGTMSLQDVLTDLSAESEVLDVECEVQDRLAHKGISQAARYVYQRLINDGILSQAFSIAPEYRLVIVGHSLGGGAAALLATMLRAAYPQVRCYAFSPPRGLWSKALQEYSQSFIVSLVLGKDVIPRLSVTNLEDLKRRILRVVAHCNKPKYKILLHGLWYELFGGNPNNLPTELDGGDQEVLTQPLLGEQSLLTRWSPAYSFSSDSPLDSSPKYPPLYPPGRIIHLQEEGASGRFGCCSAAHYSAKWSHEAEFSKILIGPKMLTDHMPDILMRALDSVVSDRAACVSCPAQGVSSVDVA
The depositor's hits bear a star; x = no result given. Rows are unselected, and some 2.4% of all compounds hit somewhere here.

SMILES	PKA-R2B act	PKA-R1A activ	HTR5A ag ctr	V-ATPase pHluor	DSG3 Ab inh	MOR-DOR ag	MOR-DOR inv ag	HTR5A inv ag	Arrestin-AP2 inh	DAGLB inh
CCOc1ccc2nc(NCCNS(=O)(=O)c3ccccc3)c(C#N)cc2c1	-5	-2	-1	0	101	-0.4	2	2	30	-1
Cc1cc(C)c(C)c(S(=O)(=O)N2CCN(CC(=O)Nc3sccc3C#N)CC2)c1C	-6	-8	5	-1	95	0.7	-4	-12	0	2
CCOc1ccc(C(=O)NCCN2CCOCC2)cc1	-8	-3	0	4	101	-2.5	12	-1	10	-3
CCn1cc(C(=O)NN)c(=O)c2cc(F)c(N3CCN(C)CC3)cc21	-4	-10	-2	0	98	-1.7	8	7	-2	-1
O=C(NNC(=O)c1ncc(Cl)c(Cl)c1Cl)c1ccc(F)cc1	4	-1	10	-1	123	-1.4	8	-38	-8	-1
CCOC(=O)N1CCN(C(=O)Nc2ccccc2)CC1	2	13	-3	-1	110	-0.4	2	-10	11	2
CCOc1ccc(S(=O)(=O)N2CCN(C3CC(=O)N(c4cccc(C(C)=O)c4)C3=O)CC2)cc1 (configuration not stated)	-1	5	4	0	105	-0.7	2	-10	1	-2
CCN(c1ccc(OC)cc1)S(=O)(=O)c1nnc(NC(=O)c2ccco2)s1	-5	-5	0	1	x	-4.3	22	30	-9	7
CCOc1ccc(NC(=O)c2ccc(NC(=S)NC3CC3)cc2)cc1	2	-9	-3	-4	87	-0.8	5	7	9	1
CN1CCN(c2ccc([N+](=O)[O-])cc2NC(=O)c2ccccc2)CC1	5	9	-2	-1	102	-1.8	10	1	13	2
COc1ccccc1OCC(=O)N1CCN(C(=O)COc2ccccc2OC)CC1	-3	9	6	0	98	-0.2	1	-16	-10	2
O=C(CCc1ccc(S(=O)(=O)N2CCOCC2)cc1)OCC(=O)c1ccccc1	-3	-1	3	0	112	-2.2	11	-12	-13	0
Cc1cc(=O)[nH]c(N/N=C/c2ccc(C)o2)n1	1	-6	1	-3	99	-0.2	1	8	4	0
Cc1nn(-c2ccc(N3CCOCC3)nn2)c(C)c1CCC(=O)N1CCN(C)CC1	5	-9	-1	-3	x	0.0	0	22	14	1
CCC(C)CCN1C(N(C)C)=NC[C@@H]1Cc1ccccc1 (some centres not stated)	-6	4	-2	-2	105	-1.9	11	6	3	3
CC(=O)Nc1nnc(SCC(=O)NCC2CCCO2)s1 (configuration not stated)	-3	0	6	-1	93	-1.6	9	11	-4	0
O=C(Nc1ccc(F)cc1)C(Cc1ccccc1)n1cccc1 (configuration not stated)	-5	-5	-1	6	106	12	-65	4	16	-1
CC(=O)N1N=C(c2ccccc2)OC1(C)CC(=O)Nc1ccccc1 (configuration not stated)	3	10	-1	8.3*	101	-0.3	1	3	32	-1
COc1ccccc1C(=O)Nc1c2c(nn1-c1ccc([N+](=O)[O-])cc1)CS(=O)(=O)C2	5	-4	1	-3	80	-1.6	8	10	25	2
COc1ccccc1N1CCN(C2CCCN(C(=O)c3ccsc3)C2)CC1 (configuration not stated)	-5	-2	0	2	x	-1.1	6	4	-11	1
COC(=O)[C@H](CC(C)C)NC(=O)Cn1cnc(C(=O)Nc2ccc(C)c(C)c2)n1	-6	-4	2	-4	107	-3.2	16	-5	-3	-2
CC/C(=N\NC(=O)c1c(C)nc2ccccn12)c1ccccc1	-2	12	1	0	92	-1.9	12	17	11	-2
Cc1cccnc1	6	3	4	-1	105	-2.8	15	-19	26	-1
CCOC(=O)c1c(-c2ccccc2)csc1NC(=O)c1cccc(N2C(=O)CCC2=O)c1	-4	-3	-4	1	95	-2.1	11	-22	-3	-1
O=C(Nc1nc2c(Cl)cccc2s1)c1ccc(Br)o1	-4	-5	3	-2	101	2.3	-12	-10	0	-6
Cc1cc(C)cc(NC(=S)NCc2ccc3[nH]c4c(c3c2)CCCC4)c1	0	0	1	0	106	10	-53	-3	35	2
NS(=O)(=O)c1ccc(NC(=O)NC2CCCCC2)cc1	0	-1	-1	1	96	-2.0	10	3	25	1
Cc1ccc(C(=O)COC(=O)c2cc(Cl)nc3ccccc23)cc1	-8	2	-2	-4	99	-2.5	12	-33	16	1
CC(NC(=O)OC(C)(C)C)C(=O)NC(CCC(=O)OCc1ccccc1)C(N)=O (configuration not stated)	-6	-4	4	1	102	2.9	-15	-11	26	-2
CNC(=S)N1N=C(c2ccc(Br)cc2)CC1c1ccc(OC)cc1 (configuration not stated)	11	-7	2	0	101	0.6	-3	20	3	-6

Given with two lines to a compound: three of the compounds above.
Every second line gives: PKA-R2B act	PKA-R1A activ	HTR5A ag ctr	V-ATPase pHluor	DSG3 Ab inh	MOR-DOR ag	MOR-DOR inv ag	HTR5A inv ag	Arrestin-AP2 inh	DAGLB inh
O=C(Nc1ccc(F)cc1)C(Cc1ccccc1)n1cccc1 (configuration not stated)
→ -5	-5	-1	6	106	12	-65	4	16	-1
CC(=O)N1N=C(c2ccccc2)OC1(C)CC(=O)Nc1ccccc1 (configuration not stated)
→ 3	10	-1	8.3*	101	-0.3	1	3	32	-1
COc1ccccc1C(=O)Nc1c2c(nn1-c1ccc([N+](=O)[O-])cc1)CS(=O)(=O)C2
→ 5	-4	1	-3	80	-1.6	8	10	25	2

Carrying on:
SMILES	PKA-R2B act	PKA-R1A activ	HTR5A ag ctr	V-ATPase pHluor	DSG3 Ab inh	MOR-DOR ag	MOR-DOR inv ag	HTR5A inv ag	Arrestin-AP2 inh	DAGLB inh
COc1ccc(-c2nnc3sc(C4CCCCC4)nn23)cc1OC	-1	-3	-1	-1	96	-3.1	16	5	23	0
COc1ccc(CCC(=O)NCCS(=O)(=O)N2CCN(c3ccc(F)cc3)CC2)cc1	0	3	-5	-3	90	0.1	-1	-7	-9	3
Nc1cc(=O)[nH]c(SCC(=O)Nc2cc(S(=O)(=O)N3CCCCCC3)ccc2Cl)n1	-4	-2	-1	-1	130	-2.3	12	4	15	0
O=C(NCc1ccccn1)c1nc(Cn2ccc([N+](=O)[O-])n2)no1	-6	-10	-2	4	105	-4.3	23	6	-5	0
Fc1ccccc1NC(=S)Nc1cccnc1	-9	-1	-7	-3	96	0.1	0	17	-15	-1
O=C(CCC1CCN(C(=O)c2cc(C(F)(F)F)ccc2Cl)CC1)NC1CC1	-6	-4	-1	0	102	-3.0	15	5	41	-1
CC(=O)NCCC(=O)Nc1nc(-c2ccc3c(c2)OCCO3)cs1	-4	-1	0	5	x	-1.9	10	7	-1	1
CCOc1ncccc1C(=O)OCc1ccc(C(=O)OC)cc1	7	1	0	0	96	3.2	-23	-1	18	-18
CN(CC(=O)N1CCCCC1)S(=O)(=O)c1cccc2nsnc12	-7	-3	4	3	100	-3.0	16	-12	-9	2
CN1CCN(C(=S)NC(=O)c2cccc(S(=O)(=O)N(C)C)c2)CC1	-5	-5	3	-2	114	3.1	-15	-9	4	-3
COc1cc2c(cc1OC)CN(C1CCC(C(C)(C)C)CC1)CC2 (configuration not stated)	-9	-12	4	-3	119	0.2	-1	7	3	-1
CCc1ccc(NC(=S)NCc2ccccc2)cc1	-8	0	0	-1	x	-2.4	11	1	1	-2
CCOc1ccccc1N1CC(C(=O)Nc2cc(Cl)ccc2C)CC1=O (configuration not stated)	-6	-7	-2	3	96	-1.9	12	-5	-3	-2
Cc1nc2cc(C(=O)OCC(=O)Nc3ccc(C#N)cc3)ccc2n1-c1ccccc1	-15	-6	-4	1	103	1.0	-5	11	-8	-2
Cc1ccccc1NC(=O)Cc1nc(COC(=O)c2cccc(O)c2)cs1	4	-2	3	-5	x	-1.1	4	-7	15	1
O=C(CCc1ccccc1)Nc1ccc(NC(=O)C2CC2)nc1	-14	8	-5	-2	x	-1.2	7	-17	24	1
CCc1noc(C)c1C(=O)N1CCN(S(=O)(=O)c2ccc(C(C)=O)cc2)CC1	-9	-5	5	-2	103	-0.4	3	-4	-6	1
CCCOc1ccccc1NC(=O)c1ccc([N+](=O)[O-])cc1	14	10	-1	0	110	1.0	-5	25	40	-7
CCC(C)(C)C1CCC2(CC1)NC(CO)(CO)CO2 (configuration not stated)	2	-12	1	-7	98	-0.3	2	-2	19	0
Cc1cc(C)c(NC(=O)C(=O)NCc2ccco2)c(C)c1	1	-5	3	-2	97	-1.5	8	-9	7	0
CCOc1ccccc1NC(=O)C1COc2ccccc2O1 (configuration not stated)	-14	-2	-2	5	108	1.1	-6	-25	3	-25
O=C(OCc1ccc(COC(=O)c2ccccn2)cc1)c1ccccn1	-11	0	1	-1	x	-3.2	16	-4	7	-5
CC(=O)N1CCc2cc(S(=O)(=O)NCCCOC(C)C)ccc21	-4	4	3	-1	x	-2.6	14	-6	8	0
CSc1cccc(NC(=O)CCc2ccccc2)c1	2	4	-1	0	98	0.6	-3	3	22	-6
CC(C)(CNC(=O)c1cc(Cl)c(O)c(Cl)c1)N1CCCCC1	5	13	1	-5	103	4.9	-40	-29	2	-3
C/C(CC(=O)Nc1cccnc1)=N\NC(=O)C(=O)NC(C)C	-6	-2	-5	-1	98	-1.3	6	-10	6	-1
CCOC(=O)c1nsnc1NCCSC(=N)N	-3	-5	-2	-4	85	-1.4	10	6	-10	-1
C[C@H](CO)N1C[C@H](C)[C@@H](CN(C)C(=O)Nc2ccc(C(F)(F)F)cc2)Oc2ccc(NS(=O)(=O)c3ccccc3)cc2C1=O	3	4	0	-4	99	1.9	-11	6	-1	-1
O=C(NCc1nc2ccccc2[nH]1)C1=C[C@@H](c2ccccc2)C[C@@H](OCCCCO)O1	1	-7	0	-7	101	-2.3	12	-21	22	-6
Cc1ccc(S(=O)(=O)N2CCN(C(=O)COC(=O)c3c(C)noc3C)CC2)c(C)c1	-3	-10	4	-5	91	-1.5	8	7	13	0
CC1(C)S[C@@H]2[C@H](NC(=O)COc3ccccc3)C(=O)N2C1C(=O)OCc1ccccc1 (some centres not stated)	-10	1	1	-1	106	-1.3	7	3	3	-2
CCOC(=O)N1CCN(C(=O)c2cn(CC)c3ccc(S(=O)(=O)N4CCC(C)CC4)cc3c2=O)CC1	-1	5	-3	1	106	-2.6	14	6	-14	1
COc1ccccc1OCC(=O)NNC(=O)Nc1ccc(Cl)cc1	-5	0	-3	0	96	-1.4	8	7	-19	-1
C[C@H]1Cn2cnc(C(=O)N[C@@H](Cc3c[nH]c4ccccc34)C(=O)OC(C)(C)C)c2C(=O)N1	-2	1	x	-2	98	x	x	x	x	1
COCCNC(=O)C(=O)NNC(=O)CCc1ccccc1	3	-7	1	-2	106	-1.5	8	21	-28	-1
CNS(=O)(=O)c1cccc(C(=O)NC2CCCc3ccccc32)c1 (configuration not stated)	3	-8	4	-1	97	2.9	-23	-11	-3	1
CCn1cc(/C=N/O)c(C)n1	8	6	3	-3	104	-1.1	6	6	-4	-1
Cc1cccc(OCc2ccc(C(=O)N3CCOCC3)o2)c1	7	0	4	0	89	-1.8	12	-11	-3	2
CCOC(=O)c1nc2cc3n(c(C)c-2c1C)C(C)C(CC)=C3C (configuration not stated)	5	-1	-4	-4	x	-0.8	5	-3	33	1
COC(=O)C1=C(N)c2c(F)cccc2C1(C#N)c1ccccc1 (configuration not stated)	-1	-1	0	-4	99	-0.7	4	-4	0	-3
